PRC2 inh – EZH2 (human) methyltransferase inhibition | Q15910 | PRC2 H3K27 methylation, DELFIA TRF, 1 h | inhibition, % at 12.5 µM | 57,000 tested, 0.35% active;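 active = mean inhibition of replicates at least 50% and every single replicate also reaching 50%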;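 also: dimethyl H3K27 on biotinylated H3 21-44 peptide detected by antibody; plate controls were median neutral control wells for no effect and median positive control wells for full effect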
Target sequence (Q15910 whole entry, looked up): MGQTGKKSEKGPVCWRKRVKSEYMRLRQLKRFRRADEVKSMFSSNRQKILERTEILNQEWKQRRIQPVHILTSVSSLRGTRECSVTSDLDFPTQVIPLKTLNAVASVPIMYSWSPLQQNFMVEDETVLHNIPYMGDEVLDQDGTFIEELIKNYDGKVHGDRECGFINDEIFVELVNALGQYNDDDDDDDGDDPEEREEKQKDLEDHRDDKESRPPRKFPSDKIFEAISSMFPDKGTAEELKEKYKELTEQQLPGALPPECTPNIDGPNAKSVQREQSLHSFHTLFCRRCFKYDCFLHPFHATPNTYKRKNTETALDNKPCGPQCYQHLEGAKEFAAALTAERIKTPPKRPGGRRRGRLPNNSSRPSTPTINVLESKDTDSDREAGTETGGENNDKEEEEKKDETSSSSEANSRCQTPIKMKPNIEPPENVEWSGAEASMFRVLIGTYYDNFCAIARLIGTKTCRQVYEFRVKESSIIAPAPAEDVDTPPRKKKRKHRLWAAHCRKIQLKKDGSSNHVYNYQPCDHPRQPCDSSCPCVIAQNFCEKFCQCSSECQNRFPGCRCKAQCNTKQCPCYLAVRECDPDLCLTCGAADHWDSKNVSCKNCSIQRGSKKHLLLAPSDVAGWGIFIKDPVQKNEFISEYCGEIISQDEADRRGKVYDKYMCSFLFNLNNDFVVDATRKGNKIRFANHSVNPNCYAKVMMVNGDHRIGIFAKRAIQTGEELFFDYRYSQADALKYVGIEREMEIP
IDH1 mut inh – blocks human IDH1 R132H reductase activity. diaphorase/resazurin fluorescence, 60 min. inhibition, % at 10 µM. 70,000 tested, 0.18% active; in the data active = inhibition above about 34%;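 also: 0% = DMSO and 100% = no enzyme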
An asterisk follows results filed as active; . = not tested or not shown; & = joins results of further samples. The list is partial; the hit share may differ from the screen's.

Each structure is followed by: IDH1 mut inh, PRC2 inh
CCCCC1(C2CCCC2)Cc2cc(OCCCC(=O)O)c(Cl)c(Cl)c2C1=O (stereo not given)
  0.3, .
COc1ccc(CCNCc2cc(Cl)cc(Cl)c2OC)cc1OC
  -0.2, -7
CC[C@@H]1/C=C\C=C\C[C@H](C)[C@@H](O)[C@](C)(O)C(=O)[C@H](C)[C@@H](O)[C@H](C)C(=O)[C@H](C)[C@@H](O)[C@H](C)/C=C/C(=O)O[C@H]2[C@@H](C)[C@@H](CC1)O[C@@]1(CC[C@@H](C)[C@@H](C[C@H](C)O)O1)[C@@H]2C
  0.0, .
CCCN1CCO[C@@H]2c3cc(O)ccc3OC[C@H]21
  -1.9, -5
CC(C)c1c(CN(C)C(C)Cc2ccccc2)n(C)n(-c2ccccc2)c1=O (stereo not given)
  -0.2, .
N#CC(C#N)=NNc1cccc(Cl)c1
  1.9, -26
CC(C)(O)CCC(=O)[C@](C)(O)[C@H]1[C@H](O)C[C@@]2(C)[C@@H]3CC=C4C(C=C(O[C@@H]5O[C@H](CO)[C@@H](O)[C@H](O)[C@H]5O)C(=O)C4(C)C)[C@]3(C)C(=O)C[C@]12C (stereo not given in full)
  0.2, .
Cc1ccc(OC(=O)N(C)C[C@H]2OCc3cnnn3CCCC(=O)N([C@H](C)CO)C[C@H]2C)cc1
  -0.3, .
CCCOC(=O)c1cc2c(cn1)[nH]c1ccccc12
  -1.7, -9
C/C=C(\C)C(=O)O[C@H]1CC2C(=C1C)[C@H]1OC(=O)[C@](C)(O)[C@]1(O)[C@H](OC(=O)CCC)C[C@@]2(C)OC(C)=O (stereo not given in full)
  -0.1, .
CC(C)c1cc2c(cc1O)[C@@]1(C)C[C@@H](O)CC(C)(C)C1CC2 (stereo not given in full)
  -0.1, -45
Oc1ccc2c3c1OC1c4[nH]c5ccccc5c4CC4(O)C(C2)N(CC2CC2)CCC314 (stereo not given)
  -3.7, .
CC(=O)OC1CCC2(C)C(CC[C@@H]3[C@@H]2CCC2(C)C(C4=CC(=O)OC4)CCC32O)C1 (stereo not given in full)
  -0.6, .
C[C@@]1(C(=O)O)CC[C@]2(C)CC[C@]3(C)C4=CC(=O)c5cc(O)c(O)cc5[C@]4(C)CC[C@@]3(C)[C@@H]2C1
  4.1, .
Cc1cccc(C(C)c2cnc[nH]2)c1C (stereo not given)
  2.3, .
Cc1ccc(OC(=O)N(C)C[C@H]2OCc3cnnn3CCCC(=O)N([C@@H](C)CO)C[C@H]2C)cc1
  ., 10
O=C1CSC(c2ccccc2Cl)c2cc(Cl)ccc2N1 (stereo not given)
  -0.3&0.2, .
CC(C(=O)Nc1ccc(Cl)cc1C(=O)c1ccccc1)N1C(=O)C2C3C=CC(C3)C2C1=O (stereo not given)
  0.6, 5
C=CC1CN2CCC1CC2C(OC(=O)c1ccco1)c1ccnc2ccccc12 (stereo not given)
  3.7, -7
O[C@@H]1CCCC[C@H]1N1CCC(c2ccccc2)CC1
  0.1, 3
CN[C@@H]1C[C@H]2O[C@@](C)([C@@H]1OC)n1c3ccccc3c3c4c(c5c6ccccc6n2c5c31)C(=O)NC4
  0.2, .
CC1(CCO)CC(C)(CCc2ccccc2)OO1 (stereo not given)
  ., 0
CCCN1CCc2cc(O)cc3c2[C@H]1Cc1ccc(O)c(O)c1-3
  44*, 3
CN1CCN(C(=O)OC2c3nccnc3C(=O)N2c2ccc(Cl)cn2)CC1 (stereo not given)
  -0.5, .
COc1ccc(CCNCc2cccnc2)cc1OC
  0.1, .
CC(=O)O[C@@H](c1nc2ccccc2c(=O)n1[C@@H]1C[C@@]2(OC1=O)c1ccccc1N1C(=O)[C@H](C)N(O)[C@@H]12)C(C)C
  0.3, .
CN1C(=O)c2ccccc2NC(=O)[C@]12O[C@@H]2c1ccccc1
  0.4, .
CC[C@H]1CN2CC[C@H]1C[C@@H]2[C@@H](O)c1ccnc2ccc(OC)cc12
  -0.1, -11
COc1cc2c(c(OC)c1OC)-c1ccc(O)c(=O)cc1[C@@H](N)CC2
  2.1, .
c1ccc2nc(N3CCNCC3)ccc2c1
  0.1, -27
C[C@@H]1O[C@@H](O[C@H]2C[C@@H](O)[C@]3(CO)[C@H]4[C@H](O)C[C@]5(C)[C@@H](C6=CC(=O)OC6)CC[C@]5(O)[C@@H]4CC[C@]3(O)C2)[C@H](O)[C@H](O)[C@H]1O
  -0.1, -13
O=C(/C=C/c1ccccc1)OCC1OC(OC2OC=CC3C(O)C4OC4(CO)C23)C(O)C(O)C1O (stereo not given)
  -0.7, 15
COC1=CC23CCN(C)[C@H](Cc4cc(OC)c(OC)cc42)C3=CC1=O
  -0.3, 6
COC(C/C=C/C=C/CC/C=C\CC(C)/C=C\C(=C/C(=O)O)CC(=O)O)/C(C)=C\C=C(/C)C(=O)O (stereo not given)
  0.0, .
C[C@@H]1CN([C@@H](C)CO)C(=O)CCCn2nncc2CO[C@H]1CN(C)C(=O)Oc1cccc2ccccc12
  -1.7, -1
COc1ccc(CN2CCNCC2)c(OC)c1OC
  0.3, 1
CC(C(=O)OC1CC2CCC(C1)N2C)c1ccc(Br)cc1 (stereo not given)
  0.8, .
CCCN1CCC[C@@H]2Cc3[nH]ncc3C[C@H]21
  1.3&0.1, 0
COc1ccc2c(c1O)-c1cc(O)cc3c1[C@@H](C2)N(C)CC3
  -2.7, 6
C/C=C1/C[N+]2([O-])C3CC1C(CO)C2Cc1c3[nH]c2ccc(OC)cc12 (stereo not given)
  0.0, -16
CC[C@]12C=CCN3CC[C@@]4(c5ccc(OC)cc5N(C)[C@H]4[C@@](O)(C(=O)OC)[C@@H]1OC(C)=O)[C@@H]32
  0.0, .
CC(C)(C)NCC(O)c1ccccc1Cl (stereo not given)
  0.0, .
CCN(CC)C(=O)N[C@@H]1C=C2c3cccc4[nH]cc(c34)C[C@H]2N(C)C1
  -0.5, 4
COc1ccc(OC(=O)N(C)C[C@H]2OCc3cnnn3CCCC(=O)N([C@H](C)CO)C[C@@H]2C)cc1
  0.5, -5
Brc1cccc(CN2CCN(Cc3cccc(Br)c3)CC2)c1
  -0.2, 8
CC(C)(CN)CNc1ccc([N+](=O)[O-])c2cccnc12
  0.3, 7
OC[C@H]1O[C@@H](Oc2ccc(/C=C/c3cc(O)cc(O)c3)cc2O)[C@H](O)[C@@H](O)[C@@H]1O
  3.4, 31
CN1C[C@H](CO)C=C2c3cccc4[nH]cc(c34)C[C@H]21
  -0.9, 4
COC(=O)c1c(C)n(CCCOC(C)C)c2c1cc(O)c1ccccc12
  10, .
COc1ccccc1OCCCn1cc(C(=O)C(C)(C)C)c2ccccc21
  -0.3, 41

Later entries:
Each structure is followed by: IDH1 mut inh, PRC2 inh
C[C@@H]1CN([C@H](C)CO)C(=O)CCCn2nncc2CO[C@@H]1CN(C)C(=O)Oc1cccc2ccccc12
  -2.7, -5
Cc1ccc(OC(=O)N(C)C[C@@H]2OCc3cnnn3CCCC(=O)N([C@@H](C)CO)C[C@H]2C)cc1
  -3.6, 10
CC1=NCCc2c1[nH]c1cc(O)ccc21
  -1.4, -8
CC(C)c1cc2c(cc1O)[C@@]1(C)CCCC(C)(C)[C@@H]1CC2
  0.9, .
C#CCN1C(C)=C(C(=O)CCO)C(c2cccc(-n3oo3)c2)C(C(=O)OC)=C1C (stereo not given)
  -0.2, .
CC(C)(C)ONC(=O)CN=[N+]=[N-]
  0.3, 13
C=CCN1C[C@H](C)N([C@H](c2ccc(C(=O)N(CC)CC)cc2)c2cccc(O)c2)C[C@H]1C
  -0.5, -4
O=C(Nc1ccc2c(C(F)(F)F)cc(=O)oc2c1)c1nc2ncccn2n1
  1.1, .
C[C@@H]1CN([C@H](C)CO)C(=O)CCCn2cc(nn2)CO[C@@H]1CN(C)C(=O)Oc1cccc2ccccc12
  ., -5
C[C@H]1CN([C@@H](C)CO)C(=O)CCCn2nncc2CO[C@@H]1CN(C)C(=O)Oc1ccc2ccccc2c1
  ., 3
CC(C)(C)c1cc(C=C(C#N)C#N)cc(Br)c1O
  -0.4, .
CS(=O)(=O)Nc1ccc(Cc2noc(-c3ccc4[nH]cc(CCN)c4c3)n2)cc1
  -0.1, 4
COc1cc2c(cc1OC)-c1c(OC)c(OC)c(N)c3c1[C@H](C2)N(C)CC3
  -1.5, -17
C/C=C1/C[C@@H](C)[C@](O)(CO)C(=O)OCC2=CCN3CC[C@@H](OC1=O)[C@@H]23
  0.1, .
CC[C@H]1CN2CCc3cc(OC)c(OC)cc3[C@@H]2C[C@@H]1C[C@H]1NCCc2cc(O)c(OC)cc21
  1.5, .
Cc1cccnc1-n1c(CN2C(=O)c3ccccc3C2=O)nc2ccccc2c1=O
  0.0, -20
CC(C)=CCc1c(O)cc2c(c1O)C(=O)CC(c1ccc(O)cc1)O2 (stereo not given)
  0.1, 3
CC[C@@]1(O)C(=O)OCc2c1cc1n(c2=O)Cc2cc3c(O)cccc3nc2-1
  0.2, .
CC(C)C[C@H]1C(=O)N2CCC[C@H]2[C@]2(O)O[C@](NC(=O)[C@@H]3C=C4c5cccc6[nH]cc(c56)C[C@H]4N(C)C3)(C(C)C)C(=O)N12
  -1.1, -11
COc1cc2c(cc1OC)-c1c(oc3c4c(ccc3c1=O)OC(C(C)C)C4)CO2 (stereo not given)
  0.4, .
O=[N+]([O-])c1ccc(O)c([N+](=O)[O-])c1
  -0.8, 10
CCC1=CC2CN3CCc4c([nH]c5ccccc45)[C@@](C(=O)OC)(C2)[C@@H]13
  -0.1, .
CSc1nc(NC(C)C)nc(NC(C)C)n1
  -0.2, -3
COC(=O)[C@@]12C(=O)C(C)C(=O)[C@]1(C)C(C)=C[C@H]1[C@]3(C=O)CC[C@H](OC(C)=O)C(C)(C)[C@H]3CC[C@@]12C (stereo not given in full)
  0.3, .
C[C@@H]1O[C@@H](O[C@@H]2C=C3CC[C@@H]4C(C[C@@H](O)[C@]5(C)[C@@H](c6ccc(=O)oc6)CC[C@]45O)[C@@]3(C)CC2)[C@H](O)[C@H](O)[C@H]1O[C@@H]1O[C@H](CO)[C@@H](O)[C@H](O)[C@H]1O (stereo not given in full)
  -0.7, 76*
C[C@H]1O[C@@H](O[C@H]2CC[C@]3(CO)C4CC[C@]5(C)[C@@H](C6=CC(=O)OC6)CC[C@]5(O)C4CC[C@H]3C2)[C@H](O)[C@H](O)[C@@H]1O (stereo not given in full)
  -0.2, 18
CCN1C[C@]2(COC)CCC(OC)[C@@]34C5C[C@]6(O)[C@H](OC(=O)c7ccc(OC)cc7)C5[C@@](OC(C)=O)(C[C@H]6OC)[C@@H]([C@H](OC)C23)[C@@H]14 (stereo not given in full)
  ., -7
COc1ccn(C)c(=O)c1C#N
  -1.6, 22
C[C@]12CC[C@H]3[C@@H](CCC4=CC(=O)CC[C@@]43C)[C@@H]1CC[C@H]2O
  ., -2
C[N+]1([O-])[C@@H]2CC(OC(=O)[C@H](CO)c3ccccc3)C[C@H]1[C@@H]1O[C@@H]12 (stereo not given in full)
  0.4, .

Four compounds picked at random from the list so far:
Each structure is followed by: IDH1 mut inh, PRC2 inh
C[C@H]1O[C@@H](O[C@H]2CC[C@]3(CO)C4CC[C@]5(C)[C@@H](C6=CC(=O)OC6)CC[C@]5(O)C4CC[C@H]3C2)[C@H](O)[C@H](O)[C@@H]1O (stereo not given in full)
  -0.2, 18
CCC1=CC2CN3CCc4c([nH]c5ccccc45)[C@@](C(=O)OC)(C2)[C@@H]13
  -0.1, .
C[C@]12CC[C@H]3[C@@H](CCC4=CC(=O)CC[C@@]43C)[C@@H]1CC[C@H]2O
  ., -2
COC(=O)[C@@]12C(=O)C(C)C(=O)[C@]1(C)C(C)=C[C@H]1[C@]3(C=O)CC[C@H](OC(C)=O)C(C)(C)[C@H]3CC[C@@]12C (stereo not given in full)
  0.3, .

Other compounds follow.
Each structure is followed by: IDH1 mut inh, PRC2 inh
C#C[C@]1(O)CC[C@H]2[C@@H]3CCC4=CC(=O)CC[C@]4(C)[C@H]3CC[C@@]21C
  0.1, 7
O=c1oc2ccccc2c(O)c1Cc1c(O)c2ccccc2oc1=O
  -7.6, .
C[C@@H]1CN([C@H](C)CO)C(=O)CCCn2nncc2CO[C@H]1CN(C)C(=O)Oc1cccc2ccccc12
  -0.1, 4
CC(=O)[C@H]1CC[C@H]2[C@@H]3CC[C@H]4C[C@H](O)CC[C@]4(C)[C@H]3CC[C@]12C
  0.4, -4
CNC(=O)O/N=C(/C)SC
  -0.9, 8
Cc1ccccc1OCCCn1cc(C(=O)C(C)(C)C)c2ccccc21
  -0.5, 32
C=CCN1C(=S)N[C@@H]2c3ccccc3O[C@@]1(C)[C@@H]2C(=O)OCC
  ., -2
C[C@H]1C(=O)O[C@@H]2CCN3CC=C(COC(=O)[C@](C)(O)[C@]1(C)O)[C@H]23
  0.0, -1
CC(C)c1ccc2c(c1O)CC[C@H]1C3=C(CC[C@]21C)C(=O)OC3
  0.6, -2
COC1=CC(=O)OC(/C=C/c2ccccc2)C1 (stereo not given)
  -0.4, 5
CN1C2CCCC1CC(=O)C2
  -0.5, .
Cc1cccc(C)c1NC1=NCCCS1
  0.9, .
C=CCN1C[C@H](C)N([C@@H](c2ccccc2)c2ccc(C(=O)N(CC)CC)cc2)C[C@H]1C
  -0.4, -1
C[C@H]1CCCC(=O)CCC/C=C/c2cc(O)cc(O)c2C(=O)O1
  -0.6, .
COc1ccc(/C=C/c2cc(O)cc(O)c2)cc1
  1.9, -3
CCc1cccc(CC)c1N(COC)C(=O)CCl
  0.2, -3
O=[N+]([O-])c1ccc2nc(N3CCNCC3)ccc2c1
  0.1, 3
COC(/C=C/CC/C=C/C(=O)O)C(O)C(C)C(O)/C(C)=C/C(C)C(=O)CCCC1CC(=O)NC(=O)C1 (stereo not given)
  0.3, -9
COCc1cc(OC(=O)N(C)C)nc(COc2ccc(Cl)cc2)n1
  -0.3, 5
CC(=O)c1cccc(NC(=O)CSC2c3ccccc3-c3ccccc32)c1
  -0.1, 7
C=C[C@@]12CN(C)[C@H]3[C@H]1[C@@]1(C(=O)Nc4ccccc41)C1CC2[C@@H]3CO1
  -0.1, .
C[C@H](CO)N1C[C@H](C)[C@@H](CN(C)C(=O)Oc2ccccc2)OCc2cnnn2CCCC1=O
  0.1, .
Cc1cccc(N2C(=O)NC(=O)C(CCc3ccncc3)(CCc3ccncc3)C2=O)c1
  3.4, .
